KOR beta-arrestin-1: kappa opioid receptor blockers – cell-based, luminescence, uHTS (AID 1778); KOR beta-arrestin recruitment, luminescence, antagonist mode; higher % means a stronger effect; inhibition, % at 10 µM; hits with a dose series show IC50 in µM; hit rate 0.091% among 290,000; in the data active means inhibition above about 50%; further: strong numbers were not always called active
HIV fusion peptide: inhibitors of HIV fusion peptide binding, primary screen, biochemical, uHTS, fluorescence dequenching (AID 1986); cell-free peptide binding, fluorescence dequenching, 30 min; higher % means a stronger effect; one-dose inhibition, % at 20 µM; IC50 in µM for titrated hits; hit rate 0.3% among 290,000; in the data active means inhibition mostly above about 52%, no sharp cut-off; inactive means mostly below about 76%; further: some results filed as inactive read as strong as hits
GPR55 beta-arrestin: selective activators of receptor GPR55 – imaging, U2OS cells, beta-arrestin-GFP redistribution, primary screen (AID 1961). U2OS GPR55 beta-arrestin-GFP redistribution imaging; higher % means a stronger effect. hit rate 0.048% among 290,000. one-dose activation, % at 10 µM; EC50 in µM for titrated hits;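 active means activation above 40% with more than 50 cells counted in the well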;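 further: U2OS osteosarcoma cells stably expressing GPR55 and beta-arrestin-GFP; plate controls were DMSO negative control for no effect and LPI positive control for full effect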
NOD1 NF-kB reporter: NOD1 signaling inhibitors, primary screen, cell-based, luminescence, uHTS (AID 1578); NOD1-driven NF-kB luciferase reporter cells, luminescence; higher % means a stronger effect; one-dose inhibition, % at 4 µM; EC50 in µM for titrated hits; hit rate 1% among 290,000; in the data active means inhibition mostly above about 36%, no sharp cut-off; inactive means mostly below about 34%;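 further: HEK-293T reporter cells stimulated with the NOD1 agonist gamma-tri-DAP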
Dengue-2 NS5 capping: flavivirus cap methylation enzyme inhibition – biochemical, confirmation dose response, primary screen (AID 588689); Dengue-2 NS5 methyltransferase capping enzyme assay, biochemical; higher % means a stronger effect; one-dose inhibition, % at 25 µM; IC50 in µM for titrated hits; hit rate 0.3% among 340,000; in the data active means a potency from the dose series
KOR beta-arrestin-2: KOR agonists, beta-arrestin recruitment, primary screen, cell-based, luminescence, uHTS (AID 1777). activation, % at 10 µM; hits with a dose series show EC50 in µM. hit rate 0.02% among 280,000. KOR beta-arrestin recruitment, luminescence; higher % means a stronger effect; in the data active means activation above about 50%, passing the limit was not always enough; further: a part of the inactive calls stands beside numbers as strong as those of hits
GPR55 LPI antagonism: inhibition of LPI-stimulated GPR55 beta-arrestin translocation – imaging, U2OS, beta-arrestin-GFP, LPI agonist, primary screen (AID 2013); U2OS GPR55 beta-arrestin-GFP translocation imaging, LPI antagonism; higher % means a stronger effect; one-dose inhibition, % at 10 µM; IC50 in µM for titrated hits; hit rate 0.13% among 290,000;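 active means spots per cell inhibited over 60%, with over 100 cells counted and total cytoplasm intensity under 500,000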;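 further: U2OS cells stably carrying GPR55 and arrestin-GFP stimulated by 5 µM LPI near EC80; imaged beta-arrestin-GFP aggregate spots per cell after agonist stimulation; plate controls were LPI-stimulated DMSO wells for no effect and DMSO wells without LPI for full effect; some results filed as inactive read as strong as hits; confirmed hits need IC50 under 10 µM and bright autofluorescent wells are also inconclusive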
GPR35 antagonists: inhibition of zaprinast-stimulated GPR35 beta-arrestin translocation – imaging, U2OS, beta-arrestin-GFP, zaprinast agonist, primary screen (AID 2058); U2OS GPR35 beta-arrestin-GFP translocation imaging, zaprinast antagonism; higher % means a stronger effect; inhibition, % at 10 µM; hits with a dose series show IC50 in µM; hit rate 0.052% among 290,000;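 active means inhibition of at least 50% with at least 30 cells and total cytoplasm GFP at most 10,000,000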
West Nile antiviral: West Nile virus antiviral activity, cell-based, CPE readout (AID 1621); West Nile virus-infected cells, CPE inhibition; higher % means a stronger effect; hit rate 0.02% among 290,000; CPE inhibition, % at 10 µM, or IC50 in µM where a hit was titrated; in the data active means a potency from the dose series; further: strong numbers were not always called active
* hit, by the source's call; . = no result given; [ ] = remark or other dose. A portion of the library. The share of hits here may be higher or lower than overall.

SMILES	NOD1 NF-kB reporter	HIV fusion peptide	KOR beta-arrestin-2	KOR beta-arrestin-1	GPR55 beta-arrestin	West Nile antiviral	GPR35 antagonists	GPR55 LPI antagonism	Dengue-2 NS5 capping
Cc1ccc(-n2ccnc2SCC(=O)O)cc1C	-6%	-1.3%	-2.8%	22%	0.2%	0.0%	2%	2%	2%
O=C1CSC(c2ccc(F)cc2)N1c1c(F)cccc1F (centres undefined)	-1%	-1.3%	3.5%	-27%	-0.1%	-0.8%	-9%	10%	-3%
CCOC(=O)c1cnc2nc(C)[nH]n2c1=O	-24%	2.7%	0.9%	26%	0.2%	0.3%	6%	2%	-3%
CN(C)S(=O)(=O)N1CCN(c2ccc([N+](=O)[O-])c(N3CCOCC3)c2)CC1	-26%	-1.0%	-5.4%	-29%[20 µM]	-0.1%	-0.5%	-4%	-11%	-3%
COc1ccccc1NC(=O)N1CCc2c([nH]c3ccccc23)C1C(F)(F)F (centres undefined)	-6%	0.2%	-0.7%	-22%	0.1%	-1.0%	17%	-1%	-12%
Cc1cccc(-c2cc(C(=O)Nc3ccncc3)c3ccccc3n2)c1	0%	1.6%	5.7%	-112%	0.0%	-0.1%	-11%	-13%	-3%
CC(=O)c1ccc(Sc2ccccn2)c([N+](=O)[O-])c1	-1%	0.2%	5.5%	9%	-0.3%	0.3%	-9%	-2%	.
CCn1c(SC(C)C)nnc1-c1cc(-c2ccccc2)sc1N	-13%	-2.1%	3.4%	15%	-0.2%	-0.9%	-19%	9%	-4%
CCOC(=O)C(C)Sc1nc(-c2ccc(OC)cc2)nc2c1c(=O)n(C)c(=O)n2C (centres undefined)	-15%	1.7%	-3.2%	-22%	0.3%	.	-13%	12%	.
Cn1c(-n2c(CCN3C(=O)c4ccccc4C3=O)nc3ccccc3c2=O)nc2ccccc21	-38%	0.3%	-9.1%	-4%	-0.3%	.	4%	4%	.
CC(=O)c1cccc(NC(=O)NCc2ccccn2)c1	-28%	-0.3%	0.2%	18%	-0.1%	0.0%	-1%	-8%	-3%
CCOc1ccccc1NC(=O)Cn1cnc2c(nnn2-c2cccc(OC)c2)c1=O	-23%	1.7%	5.3%	44%	0.3%	-0.1%	23%	5%	-6%
COc1ccc(C2=CC(=O)CC(c3ccccc3)C2)cc1 (centres undefined)	-12%	-1.0%	-2.0%	3%[20 µM]	-0.1%	-0.3%	-7%	-4%	-5%
CCCC1(C)NC(=O)c2ccccc2O1 (centres undefined)	-40%	1.1%	.	-4%[20 µM]	0.2%	1.2%	22%	2%	-1%
O=C(O)c1ccc(Cl)c(NC(=O)C2CCCN2S(=O)(=O)c2cccc3nsnc23)c1 (centres undefined)	-33%	-0.6%	3.1%	-2%	-0.1%	-0.3%	14%	5%	-3%
CSc1nc2ccccc2cc1/C=C(\C#N)c1ccccc1	27%	-3.4%	2.1%	-42%	-0.1%	0.6%	3%	-8%	1%
Cn1c(N)c(C(=O)c2cc(-c3ccccn3)nc3ccccc23)c(=O)[nH]c1=O	-26%	1.0%	-6.7%	-12%	0.1%	0.3%	-1%	-6%	3%
Cc1cc(C)cc(C(=O)NN2CCOCC2)c1	-5%	1.4%	0.9%	-2%	0.0%	0.1%	-12%	12%	-6%
COc1ccc2nc(NC(=O)CSc3nnc(-c4ccoc4C)n3C)sc2c1	-60%	0.3%	2.9%	-10%	-0.1%	0.7%	5%	1%	-8%
COc1cccc(N2CC(C(=O)NC3CCCCC3)CC2=O)c1 (centres undefined)	-6%	1.3%	9.1%	-28%	-0.2%	0.0%	2%	-3%	1%
Cc1ccccc1-c1nc(CS(=O)(=O)CC(=O)NC2CC2)c(C)o1	-20%	1.4%	5.2%	-39%	0.0%	0.0%	-6%	12%	4%
C=CCNC(=O)/C(=C\c1cccc([N+](=O)[O-])c1)NC(=O)c1ccccc1	0%	0.0%	5.4%	-12%	-0.2%	-0.5%	1%	-2%	-3%
Cc1ccc(NC(=O)Cn2ccc([N+](=O)[O-])n2)cc1C	-21%	0.3%	-3.6%	29%[20 µM]	-0.1%	-0.3%	-15%	-2%	-2%
O=C(NCC(=O)N1CCN(S(=O)(=O)c2ccccc2F)CC1)c1ccc(Br)o1	-30%	1.2%	1.4%	-8%	-0.1%	-0.5%	0%	7%	0%
Cc1nc2ccc(Br)cn2c1NC(C)(C)C	-24%	0.2%	-1.4%	4%	-0.1%	0.2%	-2%	4%	-8%
CS/C(=C\[N+](=O)[O-])Nc1ccc(C)cc1	-23%	-1.8%	7.1%	-53%	0.4%	.	-1%	-5%	-4%
O=S1(=O)CCN2C(=N1)Sc1c2ccc2c1CCCC2	-19%	8.7%	0.3%	-16%	-0.1%	-0.4%	8%	9%	-3%
CCc1ccc(/C=N/NC(=O)c2cc(C)on2)s1	-30%	-1.4%	6.0%	9%	0.4%	-0.4%	14%	0%	14%
Cc1ccc(C)c(-n2c3nc(=O)[nH]c(=O)c-3cc3cc([N+](=O)[O-])ccc32)c1	.	20%	13%	-38%	-0.2%	0.0%	1%	12%	15µM*
COC(=O)c1ccc(COc2ccc(/C=N/NC(=O)C(=O)Nc3ccc(OC)cc3)cc2OC)o1	-5%	0.5%	3.3%	-18%	0.2%	0.1%	2%	10%	.

More entries follow:
SMILES	NOD1 NF-kB reporter	HIV fusion peptide	KOR beta-arrestin-2	KOR beta-arrestin-1	GPR55 beta-arrestin	West Nile antiviral	GPR35 antagonists	GPR55 LPI antagonism	Dengue-2 NS5 capping
O=c1c2[nH]c3ccccc3c2ncn1CCC1=CCCCC1	-27%	2.4%	-2.2%	-44%	-1.0%	-0.6%	8%	-5%	-2%
CC(C)Oc1ccccc1C1CC(=O)Nc2cc3c(cc21)OCCO3 (centres undefined)	-16%	2.8%	9.6%	-195%	0.2%	-0.3%	4%	-13%	-4%
O=C(COC(=O)C1CCN(S(=O)(=O)c2cccs2)CC1)Nc1ccc(F)cc1F	-4%	-1.5%	-0.5%	39%	0.7%	0.2%	2%	-1%	2%
O=S(=O)(NCC(O)c1ccccc1)c1ccc(-c2ccccn2)s1 (centres undefined)	0%	-0.6%	-2.7%	-9%	0.0%	-0.9%	-8%	0%	1%
Cc1ccc(Nc2cc(C)nc3ncnn23)c(Cl)c1	-12%	1.0%	-3.0%	16%	-0.1%	-0.6%	-8%	2%	-6%
O=C(O)c1cc(-c2cccc([N+](=O)[O-])c2)n[nH]1	-24%	2.4%	6.6%	4%	-0.3%	0.5%	20%	11%	-1%
CCN1CCc2nc3sc(C(=O)N4CCc5ccccc5C4)c(N)c3cc2C1	-29%	16%	-2.1%	13%	0.0%	-0.9%	-10%	-1%	-20%
CCOc1ncccc1C(=O)OCC(=O)Nc1cc(S(=O)(=O)N(CC)CC)ccc1C	-29%	0.4%	11%	-15%	-0.3%	0.7%	0%	-5%	-1%
COc1ccc(NC(=O)c2ccc(NC(=O)CCS(=O)(=O)c3cccs3)cc2)cc1	7%	0.5%	-2.9%	-16%	0.3%	-0.7%	-2%	10%	-10%
CCN(CC(=O)Nc1ccccc1OC)C(=O)c1ccc(NS(=O)(=O)c2ccc(C(C)=O)cc2)cc1	-37%	1.1%	-2.7%	12%	-0.1%	0.1%	4%	10%	-1%
CNNC(=O)C(C)NC(=O)c1ccc(Br)cc1 (centres undefined)	4%	-1.7%	5.6%	-2%	-0.3%	-0.1%	10%	3%	-2%
O=C(CSc1nnc2ccc(-c3ccc(F)cc3)nn12)N1CCCC1	-29%	0.6%	-3.4%	-13%	0.2%	-0.4%	1%	5%	-5%
CN(C)CCCNc1nc(-c2ccccc2)nc2ccccc12	-14%	-0.9%	8.7%	.	-0.1%	-0.5%	13%	4%	0%
COc1cc(C(C(=O)NC2CCCCC2)N(C(=O)c2snc(C(N)=O)c2N)c2ccc(C)cc2)ccc1O (centres undefined)	-14%	-1.6%	-0.7%	-7%	-0.2%	0.0%	5%	2%	-9%
CCN(CC)S(=O)(=O)c1ccc(-c2nnc(SCC(=O)Nc3ccc4c(c3)OCO4)o2)cc1	-16%	-1.0%	-3.6%	8%	-0.2%	-0.4%	8%	-9%	0%
Cc1ccc2c(c1)C(=O)C(=O)N2CCOc1ccccc1	-41%	-1.3%	-6.9%	-86%[20 µM]	-0.1%	-1.8%	-6%	-15%	-13%
O=c1cc(N2CCc3ccccc3C2)[nH]c(=O)n1-c1ccccc1Cl	8%	6.3%	-1.7%	-9%	0.2%	-0.1%	-15%	13%	-3%
COc1ccc(NC(=O)/C(C#N)=C/C=C/c2ccco2)cc1	-6%	81%*	2.4%	0%	-0.3%	-0.5%	-3%	2%	4%
Cc1cc(C)nc(N2CCCC(C(=O)Nc3ccc4nc(C)c(C)nc4c3)C2)n1 (centres undefined)	-7%	2.3%	11%	-9%	-0.3%	0.7%	21%	-5%	10%
Cc1cccc(Cn2c(=O)oc3ccc(C)cc32)c1	-8%	-1.4%	-20%	30%	-0.1%	-0.6%	-24%	-3%	-8%
COCCN1C(=O)c2ccccc2C(C(=O)N2CCN(c3ccccn3)CC2)C1c1ccc(F)cc1 (centres undefined)	13%	1.8%	-0.2%	-20%	-0.1%	0.5%	-13%	-2%	-7%
O=C(CSc1nnc(-c2cccnc2)n1C1CCCCC1)NC1CCCCC1	11%	1.7%	8.2%	10%	-0.4%	0.7%	-14%	0%	0%
COc1ccc(/C=C2\CCn3c2nc2cc(C(=O)O)ccc2c3=O)cc1	-4%	6.2%	-4.2%	33%	-0.1%	1.6%	3%	-24%	-2%
CC1(C)OC(=O)C(=CNCC(O)c2ccccc2)C(=O)O1 (centres undefined)	20%	-2.4%	2.0%	-27%	0.0%	-0.5%	0%	5%	-1%
Cc1cc(=O)oc2cc(OC(C)C(=O)NCCCN3CCCC3=O)c(Cl)cc12 (centres undefined)	-23%	0.8%	0.9%	-4%	-0.2%	0.2%	8%	8%	-1%

Complete entries from above. Order of values: NOD1 NF-kB reporter	HIV fusion peptide	KOR beta-arrestin-2	KOR beta-arrestin-1	GPR55 beta-arrestin	West Nile antiviral	GPR35 antagonists	GPR55 LPI antagonism	Dengue-2 NS5 capping
CCCC1(C)NC(=O)c2ccccc2O1 (centres undefined) as listed: -40%	1.1%	.	-4%[20 µM]	0.2%	1.2%	22%	2%	-1%
COc1ccc(/C=C2\CCn3c2nc2cc(C(=O)O)ccc2c3=O)cc1 as listed: -4%	6.2%	-4.2%	33%	-0.1%	1.6%	3%	-24%	-2%

High-throughput results (PubChem BioAssay)
